HepG2 tox = HepG2 cytotoxicity, counter-screen for TGF-b inhibitors; HepG2 CAGA-GFP viability, ATP luminescence, 18 h; Potency, µM (doses to about 46.1 µM), inactives show at the highest dose activity change, negative = cytotoxicity, most hits filed as cytotoxic; hit rate 0.76% among 410,000; also: potency is read from the fitted curve at half-maximal effect; some results filed as inactive show a strong effect at the top dose
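CellTiter-Glo luminescence gave cytotoxicity after 18 hours at 37 degrees C. The cells were HepG2 CAGA-GFP in 1% FBS DMEM, stimulated with 500 pg/mL TGF-beta after compound addition. %Activity was normalised to no-cell wells (complete cell-killing) and DMSO (no toxicity), and curves were fitted and classified.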
Nrf2 inh = Nrf2 pathway inhibition | A549 ARE-Fluc reporter, luciferase luminescence, 18-24 h | Potency, µM (doses to about 46 µM), for the others: at the top dose activity change, negative = inhibition, actives largely listed as inhibitors | hit rate 2.1% among 360,000; also: potency is read from the fitted curve at half-maximal effect; % is scaled to controls: 0 for no effect and ±100 for the full control effect; nearly all actives have a fitted effect of over 60% in size
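A549 ARE_Fluc cells, 5000/well, 5% FBS OPTI-MEM; compounds in dose-response, 18-24 h at 37 °C/5% CO2; CellTiter-Fluor viability read (Ex 405/Em 525), then BugLite luciferase luminescence = Nrf2 activity.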
EPAC2 agonist = agonists of human EPAC2 (RAPGEF4); hit rate 0.079% among 360,000; Potency, µM (titrated, usually from 154 µM), inactives show top-dose activation, hits mostly activators; EPAC2 activation, biochemical qHTS; response scale: 100% = 6.5 mM cAMP response; AID 720711; Q8WZA2; also: potency is read from the fitted curve at half-maximal effect; nearly all actives have a fitted effect of over 50% in size
Target sequence (Q8WZA2 whole entry, looked up): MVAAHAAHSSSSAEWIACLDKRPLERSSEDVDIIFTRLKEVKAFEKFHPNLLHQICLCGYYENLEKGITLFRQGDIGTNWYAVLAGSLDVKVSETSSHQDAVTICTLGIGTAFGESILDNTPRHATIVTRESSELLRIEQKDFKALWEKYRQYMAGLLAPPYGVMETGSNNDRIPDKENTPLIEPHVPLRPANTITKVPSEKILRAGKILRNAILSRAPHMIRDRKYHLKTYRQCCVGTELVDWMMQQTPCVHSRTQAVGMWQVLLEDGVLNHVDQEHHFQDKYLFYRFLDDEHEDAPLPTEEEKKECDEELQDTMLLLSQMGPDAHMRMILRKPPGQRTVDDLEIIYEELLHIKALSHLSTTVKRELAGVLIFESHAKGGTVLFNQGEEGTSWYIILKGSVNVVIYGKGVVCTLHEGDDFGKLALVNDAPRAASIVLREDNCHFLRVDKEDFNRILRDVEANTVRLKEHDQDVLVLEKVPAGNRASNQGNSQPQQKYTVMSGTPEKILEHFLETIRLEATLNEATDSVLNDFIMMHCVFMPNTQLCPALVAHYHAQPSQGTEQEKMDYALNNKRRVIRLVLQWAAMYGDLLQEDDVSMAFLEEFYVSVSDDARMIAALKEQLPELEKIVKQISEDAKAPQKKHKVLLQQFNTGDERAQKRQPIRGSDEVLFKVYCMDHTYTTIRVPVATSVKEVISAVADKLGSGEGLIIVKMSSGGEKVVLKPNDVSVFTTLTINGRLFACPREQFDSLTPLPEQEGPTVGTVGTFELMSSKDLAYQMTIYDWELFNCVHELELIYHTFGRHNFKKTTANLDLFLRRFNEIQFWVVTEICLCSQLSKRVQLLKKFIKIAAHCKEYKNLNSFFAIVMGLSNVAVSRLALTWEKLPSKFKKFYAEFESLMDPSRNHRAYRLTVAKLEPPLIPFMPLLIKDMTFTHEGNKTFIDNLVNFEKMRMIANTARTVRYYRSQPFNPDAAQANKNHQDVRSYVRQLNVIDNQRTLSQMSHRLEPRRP
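Setup: EPAC2 100 nM, labeled Rap1B complex 250 nM, free GDP 50 uM. Compound titrations pinned in, brief spin, 5 min room temperature incubation. Kinetic fluorescence read over 30 min, normalized to 6.5 mM cAMP.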
A549 tox = kills or reduces viability of A549 cells in Nrf2 counter-screen; A549 ARE-Fluc cells, CellTiter-Fluor viability, 18-24 h; Potency, µM (series often up to 46 µM), without a hit: top-dose activity change, negative = cytotoxicity, hits mostly inhibitors; hit rate 0.16% among 390,000; also: potency is read from the fitted curve at half-maximal effect; % is scaled to controls: 0 for no effect and ±100 for the full control effect
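A549 ARE-Fluc cells in 5% FBS OPTI-MEM, 5000 cells/well, rested 2 h then exposed to compounds in concentration-response for 18-24 h at 37 °C. Viability by CellTiter-Fluor fluorescence (Ex 405/Em 525) after 30 min; luciferase luminescence (BugLite, 15 min, RT) read afterwards.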
IL-2 act = activates IL-2 in a cell-based reporter assay; IL-2 activation reporter assay, cell-based qHTS; stimulated with anti-CD3/CD4/CD28 beads; in transgenic mouse T cells; activation, % (series mostly up to about 46 µM); AID 652025; hit rate 0.065% among 360,000; in the data active = activation above about 50%; inconclusive = mostly about 30% to 49%; also: 0% is about no effect
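Readout is EGFP and DsRed signal by fluorescent plate cytometry after 18 h at 37 degrees C. Transgenic mouse T cells (750/well) received compound for 60 min before bead stimulation (anti-CD3, anti-CD4, anti-CD28); memory T cells served as non-tolerant control.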
ATXN2 expr inh = reduces ATXN2 reporter expression in HEK-293 cells | HEK-293 ATXN2-luciferase reporter, luminescence, 24 h | Potency, µM (top dose mostly 57 µM), without a hit: at the top dose activity change, negative = inhibition, hits mostly inhibitors | hit rate 0.72% among 360,000 | AID 1745845; also: potency is read from the fitted curve at half-maximal effect; % is scaled to controls: 0 for no effect and ±100 for the full control effect; nearly all actives have a fitted effect of over 55% in size
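ATXN2-luciferase reporter cells (luciferase flanked by upstream and downstream ATXN2 gene portions) were treated 24 h at 37 °C with compounds at up to 57 uM. SteadyGlo luminescence gave expression; GF-AFC fluorescence gave viability.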
ATXN viability = reduces viability in counter-screen for ATXN expression inhibitors. S2 cells (HEK-293 line with an ATXN2-luciferase reporter) viability, CellTiter-Fluor protease fluorescence, 24 h. Potency, µM (titrated, usually from 56.7 µM), most hits filed as cytotoxic. hit rate 0.49% among 400,000; also: potency is read from the fitted curve at half-maximal effect; nearly all actives have a fitted effect of over 40% in size
Nrf2 activator = activators of Nrf2 (ARE) signaling; AREc32 ARE-luciferase reporter (MCF7-derived line), luminescence, 24 h; Potency, µM (doses to about 46.1 µM), for the others: at the highest dose activation, hits mostly activators; hit rate 0.31% among 410,000; also: potency is read from the fitted curve at half-maximal effect; % of control where 0% means no effect; nearly all actives have a fitted effect of over 65% in size
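Luminescent ARE reporter assay in AREc32_Fluc cells: overnight plating at 37 deg C, 24 hr compound incubation, Steady-Glo added, 30 min RT before reading.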
TGFb inhibitor = TGF-b pathway inhibition; HepG2 CAGA-GFP TGF-b/SMAD3 reporter, GFP fluorescence, 18 h; TGF-beta stimulated, 500 pg/mL final; Potency, µM (series often up to 46.1 µM), for the others: at the highest dose activity, negative = inhibition, most hits filed as inhibitors; hit rate 1.2% among 410,000; also: potency is read from the fitted curve at half-maximal effect; % is scaled to controls: 0 for no effect and ±100 for the full control effect; nearly all actives have a fitted effect of over 65% in size
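Inhibition was scored as loss of TGF-beta-induced (500 pg/mL final, 18 hours, 37 degrees C) GFP in HEPG2 cells carrying a CAGA-GFP reporter, in DMEM with 1% FBS. Well GFP was summed per cell; Activity was normalised to unstimulated and stimulated DMSO wells, then concentration-response fitting.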
* hit, by the source's call; i = inactive; ? = inconclusive; nt = not tested or not shown; & = joins results of further samples; [ ] = remark or other dose. Unless noted, calls follow the shape of the dose curve; as a rule, active = well fitted curve in the direction sought with a large enough effect; inconclusive = small, poorly fitted or top-dose-only effect, or another doubt; inactive = no such curve, though single readings can be large; an effect the other way counts as inactive or inconclusive.

1) COC(=O)CCCC1=CC2=CC(=O)C(C)(OC(=O)c3cccs3)C(=O)C2=CN1CCc1c[nH]c2ccccc12 (stereo not drawn)
2) COc1cc2c(cc1NC(=O)CSc1cccc[n+]1[O-])oc1ccccc12
3) O=C(NCCCN1CCCC1=O)C1CCCO1 (stereo not drawn)
4) Cc1ccc(Nc2nnc(SC/C(O)=C(\C#N)c3nc4ccccc4[nH]3)s2)c(C)c1
5) COc1cc(CN(C(=O)c2ccccc2Br)c2ccccn2)cc(OC)c1OC
6) O=C(O)C1C2C=CC(C2)C1C(=O)NCc1cccs1 (stereo not drawn)
7) COc1cccc(OC)c1C(=O)Nc1cccc(-c2nc3cc(C)cc(C)c3o2)c1
8) CN(C)S(=O)(=O)N(CC(=O)Nc1ccc(S(=O)(=O)N2CCCC2)cc1)c1ccccc1
Assay by compound	1	2	3	4	5	6	7	8
HepG2 tox	-10%	8%	-1%	-25%	-3%	2%	-32%	-10%
Nrf2 inh	-16%	-4%	-8%	17%	-6%	-5%	-19%	-18%
EPAC2 agonist	-5%	-8%	2%	-3%	nt	25%	nt	5%
A549 tox	?	-1%	3%	-1%	1%	-1%	-9%	-3%
IL-2 act	-0.3	0.0	-0.5	0.4	nt	0.3	nt	-1.7
ATXN2 expr inh	7%	2%	-12%	-1%	-15%	-5%	1%	-10%
ATXN viability	i	i	i	?	i	i	i	i
Nrf2 activator	3.7%	9.0%	-0.5%	7.4%	2.8%	0.0%	-0.6%	-0.6%
TGFb inhibitor	-1%	0%	-25%	?	-7%	-21%	?	?

9) O=C(COc1ccc(F)cc1)Nc1nnc(S(=O)(=O)N2CCCC2)s1
10) CCOC(=O)C1CCCN(S(=O)(=O)c2cc(-c3cc(C)no3)ccc2OC)C1 (stereo not drawn)
11) CC(C)CN(Cc1c(O)ccc2c(=O)c(-c3ccccc3)coc12)CC(C)C
12) OC(CCN1CCOCC1)c1ccccc1 (stereo not drawn)
13) CCN(CC)c1ccc(C2C(C(=O)Nc3ccccc3C)=C(C)Nc3ncnn32)cc1 (stereo not drawn)
14) O=C(CCc1nc(-c2ccccc2F)no1)NC1CCN(Cc2ccccc2)CC1
15) CCc1ccc(S(=O)(=O)N2CCCC(N3CCN(c4ccc(OC)cc4)CC3)C2)cc1 (stereo not drawn)
16) O=C(CCc1nc2sc3c(c2c(=O)[nH]1)CCCC3)Nc1cccc(Cl)c1
Assay by compound	9	10	11	12	13	14	15	16
HepG2 tox	0%&1%	-8%	3%	8%	-32%	4%	8%	0%
Nrf2 inh	-4%&29%	nt	3%	?	nt	16%	-30%	11%
EPAC2 agonist	-4%	nt	9%	1%	nt	-6%	9%	5%
A549 tox	1%&1%	-1%	0%	5%	10%	5%	-8%	1%
IL-2 act	2.8	nt	2.4	-0.4	nt	0.2	-4.5	-2.6
ATXN2 expr inh	3%&5%	-13%	-16%	-6%	-2%	-11%	-10%	-25%
ATXN viability	i	i	i	i	i	i	i	i
Nrf2 activator	-0.6%&-0.3%	-0.1%	2.1%	0.1%	2.6%	2.6%	0.1%	-1.3%
TGFb inhibitor	-1%&-19%	0%	1%	3%	3%	10%	-2%	0%

17) CCN(CC)C(=O)c1cccc(NC(=O)c2ccccc2OCc2c(C)noc2C)c1
18) CCN(CC)S(=O)(=O)c1ccc(N2CCOCC2)c(NC(=O)c2c3c(nc4ccccc24)CCC3)c1
19) O=C(NCc1ccccc1F)C1CCCN(C(=O)Nc2ccccc2)C1 (stereo not drawn)
20) COCCNC(=O)Cn1cnc2sc(C)c(S(=O)(=O)N3CCN(c4ccccc4OC)CC3)c2c1=O
21) CCOc1ccccc1NC(=O)CSc1nc2c(oc3ccccc32)c(=O)n1Cc1ccco1
22) CC(=O)c1ccc(NC(=O)c2ccc(-n3cnnn3)cc2)cc1
23) Cc1cc(C)c(C)c(S(=O)(=O)Nc2ccc(C(N)=O)cc2)c1C
24) CN(c1nc2ccccc2[nH]c1=O)C1CCCCC1
Assay by compound	17	18	19	20	21	22	23	24
HepG2 tox	-26%	-16%	14%	11%&11%	-11%	-2%	-3%	-16%
Nrf2 inh	1%	-8%	5%	10%	-4%	-8%	-18%	4%
EPAC2 agonist	-3%	-5%	-5%	3%	nt	5%	1%	2%
A549 tox	11%	-14%	2%	5%&2%	1%	0%	0%	2%
IL-2 act	-0.2	-0.8	0.9	0.5	nt	-0.5	-4.5	?
ATXN2 expr inh	nt	2%	-21%	5%&14%	2%	-3%	7%	3%
ATXN viability	i	?	i	i	i	i	i	i
Nrf2 activator	-0.3%	1.3%	-0.3%	-0.2%&2.0%	1.9%	-0.4%	0.3%[9.22 µM]	3.0%
TGFb inhibitor	-10%	0%	3%	24%&0%	?	-1%	5%	-11%

25) CC(NC(=O)C1CCN(S(=O)(=O)c2cccc3nonc23)CC1)c1ccccc1 (stereo not drawn)
26) O=C(CNC1CCCCC1)Nc1ccc(S(=O)(=O)N2CCCCC2)cc1
27) C/C(=N\O)C(=O)Nc1ccccc1
28) CCc1ccc(OCC(=O)NC(NC(=S)Nc2ccccc2OC)C(Cl)(Cl)Cl)cc1 (stereo not drawn)
29) Cc1cccc(OCC(=O)Nc2ccc(N3CCN(S(C)(=O)=O)CC3)cc2)c1
30) CCc1nnc(NS(=O)(=O)c2ccc(NC(=S)NC(=O)/C=C/c3ccc([N+](=O)[O-])cc3)cc2)s1
31) c1ccc2c(C3=NNC(=NC4CCCCC4)SC3)c[nH]c2c1
32) Cc1ccc(C(=O)NCC(c2ccc3c(c2)OCO3)N2CCN(c3ccc(F)cc3)CC2)cc1 (stereo not drawn)
Assay by compound	25	26	27	28	29	30	31	32
HepG2 tox	-9%	-34%	-4%	-50%	-17%	-1%	-37%	-35%
Nrf2 inh	-19%	1%	6%	?	2%	14%	10%	nt
EPAC2 agonist	4%	-3%	5%	?	-2%	0%	7%	nt
A549 tox	-2%	-1%	-5%	-9%	-5%	-8%	-12%	-15%
IL-2 act	0.9	-1.1	-0.1	-4.2	3.1	1.0	0.3	nt
ATXN2 expr inh	-9%	5%	nt	-26%	10%	nt	10%	?
ATXN viability	i	i	i	i	i	i	i	?
Nrf2 activator	0.3%	10.0%	0.5%	1.8%	0.4%	0.1%	10%	6.4%
TGFb inhibitor	2%	10%	-3%	?	0%	-2%	?	?

33) Nc1nncn1C(=O)c1ccccc1Cl
34) CCC1CN(C(=O)N2CCC(C(=O)NCc3ccccc3OC)CC2)c2cc(C)ccc2O1 (stereo not drawn)
35) COC(=O)c1cccc(C(=O)N2CCCC(C(=O)c3ccccc3OC)C2)c1 (stereo not drawn)
36) O=C(CSc1ccc2nnc(CCNC(=O)c3ccccc3)n2n1)Nc1ccccc1
37) CCN(CC)CC(=O)c1c[nH]c2ccccc12
38) COCCn1c(SCC(=O)Nc2ccc(C)cc2C)nc2c(oc3ccccc32)c1=O
39) CCc1ccc2c(c1)C(=O)C(=O)N2CCS(=O)(=O)c1ccccc1
40) Cn1cc(CCNC(=O)CC2C(=O)NCCN2Cc2cccc(Oc3ccccc3)c2)cn1 (stereo not drawn)
Assay by compound	33	34	35	36	37	38	39	40
HepG2 tox	-7%	2%	-23%	7%	0%	-1%	-8%	8%
Nrf2 inh	-29%	?	-4%	?	5%	3%	-14%	15µM*
EPAC2 agonist	7%	-3%	-7%	9%	9%	-13%	20%	-13%
A549 tox	-7%	-9%	1%	2%	-1%	0%	0%	6%
IL-2 act	-0.3	-1.6	-0.1	-0.1	-0.3	0.4	0.4	0.3
ATXN2 expr inh	4%	-36%	2%	1%	6%	5%	nt	nt
ATXN viability	i	?	i	i	i	i	i	i
Nrf2 activator	0.2%	0.1%	0.3%	-0.8%	0.1%	-0.8%	1.2%	0.4%
TGFb inhibitor	11%	-1%	7%	2%	?	15%	?	17%

By substructure: the compounds so far containing an aryl thioether with sulfur outside any ring
2) COc1cc2c(cc1NC(=O)CSc1cccc[n+]1[O-])oc1ccccc12
4) Cc1ccc(Nc2nnc(SC/C(O)=C(\C#N)c3nc4ccccc4[nH]3)s2)c(C)c1
21) CCOc1ccccc1NC(=O)CSc1nc2c(oc3ccccc32)c(=O)n1Cc1ccco1
36) O=C(CSc1ccc2nnc(CCNC(=O)c3ccccc3)n2n1)Nc1ccccc1
38) COCCn1c(SCC(=O)Nc2ccc(C)cc2C)nc2c(oc3ccccc32)c1=O
Assay by compound	2	4	21	36	38
HepG2 tox	8%	-25%	-11%	7%	-1%
Nrf2 inh	-4%	17%	-4%	?	3%
EPAC2 agonist	-8%	-3%	nt	9%	-13%
A549 tox	-1%	-1%	1%	2%	0%
IL-2 act	0.0	0.4	nt	-0.1	0.4
ATXN2 expr inh	2%	-1%	2%	1%	5%
ATXN viability	i	?	i	i	i
Nrf2 activator	9.0%	7.4%	1.9%	-0.8%	-0.8%
TGFb inhibitor	0%	?	?	2%	15%

Assay outcomes deposited in PubChem BioAssay by National Center for Advancing Translational Sciences (NCATS).
